# Assay outcomes from PubChem BioAssay.
# rat mGlu8 modulation: rat mGlu8 modulation via Gqi9 calcium signal, confirmation, counter-screen for GIRK activator project, cell-based, HEK293 rmGlu8, Gqi9 chimera; 2,100 compounds, 4% hits; calls only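 (single compound addition from 20 µM solution with 0.2% DMSO)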; HEK293 rmGlu8/Gqi9 calcium flux, Fluo-4 fluorescence; glutamate at EC20 added after compound; AID 623869;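 active = calcium fluorescence trace judged by eye to show a response, as agonist, enhancer of the glutamate response, or inhibitor; inactive = trace judged by eye to show no response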
#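 system = HEK-293 cells stably expressing rat mGlu8, plus transient chimeric Gqi9 | measured by = Fluo-4 calcium fluorescence, 1 Hz | timing = compound pre-exposure 4 min, post-glutamate read 2 min | measure = F/F0 fluorescence traces judged visually for each well | medium = HEPES-buffered HBSS at pH 7.4 | doses = single compound addition from 20 µM solution, 0.2% DMSO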
# Calls only; i = inactive. A portion of the library; rates above refer to the full screens.
SMILES,rat mGlu8 modulation
O=C(c1ccccc1)c1cn(CC(=O)N2CCOCC2)c2ccccc12,i
CCN(c1ccc(C(O)(C(=O)OC)C(F)(F)F)cc1)S(=O)(=O)c1ccc(C)cc1 (configuration not stated),i
O=c1[nH]c(=S)n(CCC2=CCCCC2)c(O)c1C=NCCCn1ccnc1,i
CC(C)N1C(=O)/C(=C/C=C/c2ccco2)C(=O)N(Cc2ccco2)C1=O,i
O=C(Nc1ccc(Cl)cc1)Nc1nccs1,i

# Sorted by molecular weight (lowest first): some entries from above.
SMILES,rat mGlu8 modulation
O=C(Nc1ccc(Cl)cc1)Nc1nccs1,i
O=C(c1ccccc1)c1cn(CC(=O)N2CCOCC2)c2ccccc12,i
CC(C)N1C(=O)/C(=C/C=C/c2ccco2)C(=O)N(Cc2ccco2)C1=O,i

# Reprinted at random: two compounds from above, in no set order.
SMILES,rat mGlu8 modulation
O=C(c1ccccc1)c1cn(CC(=O)N2CCOCC2)c2ccccc12,i
O=C(Nc1ccc(Cl)cc1)Nc1nccs1,i
